M. tuberculosis HTS – M. tuberculosis growth inhibition, HTS (AID 449762). M. tuberculosis H37Rv growth inhibition, 7H9 media; higher % means a stronger effect. one-dose inhibition, % at 25 µM; IC50 in µM for titrated hits. 0.59% of 330,000 active; in the data active = a potency from the dose series; inconclusive = inhibition above about 70% without an active follow-up result;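 also: bacterial growth assessed after seven days of incubation; strong numbers were not always called active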
M. tuberculosis – growth inhibition of non-replicating M. tuberculosis (AID 488890). 0.39% of 320,000 active. inhibition, % at 25 µM, or IC50 in µM where a hit was titrated. Mycobacterium tuberculosis non-replicating, growth inhibition; higher % means a stronger effect; in the data active = a potency from the dose series; inconclusive = inhibition mostly from about 82% at the one dose, without a potency; inactive = the rest, 99 in 100 with inhibition below about 76%;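 also: plate controls were DMSO cells for no effect and high antibiotic wells for full effect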
influenza NS1A – H1N1 influenza NS1A inhibitors, functional cell based assay (AID 504329); one-dose inhibition, % at 12.5 µM; IC50 in µM for titrated hits; NS1A functional cell-based assay, percent inhibition; higher % means a stronger effect; 0.3% of 340,000 active; in the data active = a potency from the dose series; inconclusive = inhibition above about 27% without an active follow-up result; also: strong numbers were not always called active
PhoP GFP inhibition – Inhibition of PhoP regulon, Salmonella typhi GFP reporter cells, confirmation, 4 h (AID 1850); 0.33% of 310,000 active; Salmonella Typhi PhoP-promoter GFP reporter, fluorescence, 4 h; higher % means a stronger effect; inhibition, % at 50 µM, or IC50 in µM where a hit was titrated; in the data active = a potency from the dose series; inconclusive = inhibition mostly from about 25% at the one dose, without a potency; inactive = the rest, 99 in 100 with inhibition below about 19%;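 also: 0% = induced wells with vehicle and 100% = uninduced wells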
inhibitors of VEEV – inhibitors of VEEV TC-83 cytopathic effect, confirmation, Vero cells (AID 588727). Vero cells, VEEV TC-83 cytopathic effect inhibition; higher % means a stronger effect. one-dose inhibition, % at 20 µM; IC50 in µM for titrated hits. 0.13% of 350,000 active; in the data active = a potency from the dose series; inconclusive = inhibition mostly from about 14% at the one dose, without a potency; inactive = the rest, 99 in 100 with inhibition below about 12%; also: strong numbers were not always called active
inhibitors of VEEV 10K pilot screen – further read-out of inhibitors of VEEV, marked with its call; inhibition, %; measured here: 10K pilot screen inhibition
Active calls of the source: *; i = inactive; u = inconclusive; x = not tested or not shown.

SMILES	M. tuberculosis HTS	M. tuberculosis	influenza NS1A	PhoP GFP inhibition	inhibitors of VEEV	others
CC(C)=C[C@@H]1C[C@H](C)[C@H]2CC[C@H](C)c3c(O[C@@H]4O[C@@H](C)[C@@H](O)[C@@H](O)[C@@H]4O)c(O)c(C)c1c32	1%	5%	8%	x	6.8%	inhibitors of VEEV 10K pilot screen=0.7
COC(=O)c1cc(C)sc1NC(=O)C1C2C=CC(CC2)C1C(=O)O (configuration not stated)	-1%	-10%	-6%	1%	0.9%
CCCCCOC(=O)Cc1c(O)c2ccccc2[nH]c1=O	1%	-5%	-9%	-9%	0.9%
O=C(N/N=C/c1cn(-c2ccccc2)nc1-c1ccccc1)c1ccco1	44%	-2%	3%	-5%	1.8%
CC(=O)Nc1ccc(NC(=O)c2ccc(Cl)c(S(=O)(=O)N3CCc4ccccc43)c2)cc1	x	x	-8%	x	1.6%
COc1ccc(CN2CCCC(C(=O)c3ccc(Cl)cc3)C2)c(O)c1 (configuration not stated)	14%	u	5%	-4%	0.6%
CC(NC(=O)COC(=O)c1ccc(Cl)cc1O)c1ccc(F)cc1 (configuration not stated)	2%	77%	1%	-4%	i
COc1ccc(C(=O)C2CCCN(C(=O)/C=C/c3ccccn3)C2)c(C)c1 (configuration not stated)	-4%	-2%	4%	-9%	i
Cc1cc(-c2ccccc2)nc(SCC(=O)N2CCCC2)n1	-3%	19%	-1%	3%	2.2%
CN1CCN(CC(=O)N(Cc2c(C#N)c3ccccc3n2C)c2ccccc2)CC1	-6%	69%	-1%	-6%	1.2%
O=C(O)c1c2c(nc3ccccc13)/C(=C/c1ccc(O)cc1)CCC2	0%	13%	-5%	0%	1.0%
C[C@H]1CN([C@@H](C)CO)C(=O)c2cc(NC(=O)CCN3CCOCC3)ccc2O[C@H]1CN(C)C(=O)Nc1ccc(F)cc1	2%	12%	2%	x	0.3%
CC(C)C[C@H]1CN=C(Nc2ccccc2)N1CCC1CCCCC1	22%	26%	-3%	-4%	0.2%
Cc1oc(C(=O)O)cc1CSc1nnc(-c2ccccc2)n1C	-3%	1%	2%	-1%	i
Cc1ccc(-n2c(=O)[nH]c3c(C(N)=O)nc(CC(C)C)nc32)cc1	3%	24%	9%	5%	3.5%
CN1C(=S)SC(N(O)C(=O)Nc2ccccc2)C1(C)C (configuration not stated)	-2%	6%	1%	-12%	0.8%
CC1CCCCN1C(C(=O)O)c1ccccc1 (configuration not stated)	-8%	-24%	-9%	1%	0.4%
COc1cccc(/C=N/NC(=O)Cn2cnc3c2c(=O)n(C)c(=O)n3C)c1OC	1%	12%	x	11%	0.7%
COc1ccc(Cl)cc1NC(=O)C(C)N(C)Cc1ccc(C(F)(F)F)cc1 (configuration not stated)	6%	1%	4%	-1%	3.3%
Cc1cc(NC(=O)CSc2nnc(C)n2-c2ccccc2)no1	-3%	0%	-7%	4%	i
N#Cc1c(NC(=O)C(=O)NCCCN2CCOCC2)sc2c1CCC2	7%	3%	4%	-17%	1.4%
CN(C)C(=O)CCc1ccc2c3c([nH]c2c1)[C@]1(C)[C@@H](C(=O)N2CCCCC2)C[C@H](CC(=O)NCCN2CCOCC2)C(=O)N1CC3	x	x	9%	x	0.3%
COc1cccc(NC(=O)CN(C)C(=O)Cc2c(C)nc3ccccc3c2C)c1	-5%	35%	-5%	x	0.4%
CSc1cccc(NC(=O)C2CCCN2S(=O)(=O)c2ccc(Br)s2)c1 (configuration not stated)	-3%	5%	-1%	-6%	3.9%
O=C(CNC(=O)C1CCCCC1)NC1CCCCC1	0%	-9%	-6%	-5%	0.7%

Sorted by SMILES length (rising): part of the list above.
SMILES	M. tuberculosis HTS	M. tuberculosis	influenza NS1A	PhoP GFP inhibition	inhibitors of VEEV	others
CC1CCCCN1C(C(=O)O)c1ccccc1 (configuration not stated)	-8%	-24%	-9%	1%	0.4%
CCCCCOC(=O)Cc1c(O)c2ccccc2[nH]c1=O	1%	-5%	-9%	-9%	0.9%
Cc1cc(-c2ccccc2)nc(SCC(=O)N2CCCC2)n1	-3%	19%	-1%	3%	2.2%
Cc1oc(C(=O)O)cc1CSc1nnc(-c2ccccc2)n1C	-3%	1%	2%	-1%	i
CC(C)C[C@H]1CN=C(Nc2ccccc2)N1CCC1CCCCC1	22%	26%	-3%	-4%	0.2%
N#Cc1c(NC(=O)C(=O)NCCCN2CCOCC2)sc2c1CCC2	7%	3%	4%	-17%	1.4%
CC(NC(=O)COC(=O)c1ccc(Cl)cc1O)c1ccc(F)cc1 (configuration not stated)	2%	77%	1%	-4%	i
COc1ccc(CN2CCCC(C(=O)c3ccc(Cl)cc3)C2)c(O)c1 (configuration not stated)	14%	u	5%	-4%	0.6%
COC(=O)c1cc(C)sc1NC(=O)C1C2C=CC(CC2)C1C(=O)O (configuration not stated)	-1%	-10%	-6%	1%	0.9%
CSc1cccc(NC(=O)C2CCCN2S(=O)(=O)c2ccc(Br)s2)c1 (configuration not stated)	-3%	5%	-1%	-6%	3.9%
CN1CCN(CC(=O)N(Cc2c(C#N)c3ccccc3n2C)c2ccccc2)CC1	-6%	69%	-1%	-6%	1.2%
COc1cccc(/C=N/NC(=O)Cn2cnc3c2c(=O)n(C)c(=O)n3C)c1OC	1%	12%	x	11%	0.7%
CC(=O)Nc1ccc(NC(=O)c2ccc(Cl)c(S(=O)(=O)N3CCc4ccccc43)c2)cc1	x	x	-8%	x	1.6%
C[C@H]1CN([C@@H](C)CO)C(=O)c2cc(NC(=O)CCN3CCOCC3)ccc2O[C@H]1CN(C)C(=O)Nc1ccc(F)cc1	2%	12%	2%	x	0.3%
CN(C)C(=O)CCc1ccc2c3c([nH]c2c1)[C@]1(C)[C@@H](C(=O)N2CCCCC2)C[C@H](CC(=O)NCCN2CCOCC2)C(=O)N1CC3	x	x	9%	x	0.3%
CC(C)=C[C@@H]1C[C@H](C)[C@H]2CC[C@H](C)c3c(O[C@@H]4O[C@@H](C)[C@@H](O)[C@@H](O)[C@@H]4O)c(O)c(C)c1c32	1%	5%	8%	x	6.8%	inhibitors of VEEV 10K pilot screen=0.7

(list continues)
SMILES	M. tuberculosis HTS	M. tuberculosis	influenza NS1A	PhoP GFP inhibition	inhibitors of VEEV	others
N#Cc1nc(-c2ccc(OCc3ccc(Cl)cc3)cc2)oc1N1CCOCC1	-7%	-13%	4%	-17%	i
COCCNC(=O)CN1C(=O)NC(c2ccccc2)(c2ccccc2)C1=O	12%	0%	6%	-31%	i
CC1CN(S(=O)(=O)c2ccc(C(=O)N(CCCN(C)C)c3nc4c(Cl)cccc4s3)cc2)CC(C)O1 (configuration not stated)	-6%	4%	23%	-3%	4.4%
COc1ccc(/C=C/C(=O)O)cc1COc1ccccc1C	8%	67%	-3%	-4%	2.4%
Cc1cc(NC(=O)Cn2cnc3sc(C)c(-c4ccccc4)c3c2=O)no1	x	x	1%	x	0.5%
COc1cccc(CNC(=O)C(C)n2ccc3cc(S(=O)(=O)N4CCCC4)ccc32)c1 (configuration not stated)	1%	13%	-3%	-18%	0.2%
COc1ccc(-n2c(=O)c3ccccc3n(CC(=O)OCc3ccccc3)c2=O)cc1OC	-4%	-21%	-6%	-12%	0.3%
CN1CCN(c2ccc(NC(=O)c3sc4ccccc4c3Cl)cc2)CC1	u	73%	-1%	22%	2.7%
COc1cc(NC(=O)c2nn(C)c3c2CS(=O)(=O)c2ccccc2-3)cc(OC)c1	8%	5%	-5%	2%	5.7%
Cc1oc2ncnc(N)c2c1C	6%	3%	5%	-6%	0.3%
COc1cccc(C(C(=O)NC(C)(C)C)N(Cc2ccc(C)cc2)C(=O)CCC(=O)Nc2cc(C)on2)c1OC (configuration not stated)	-7%	8%	1%	13%	i
O=C(c1ccco1)N1CCN(Cc2nnc(-c3cccc(Br)c3)o2)CC1	2%	-12%	-4%	-12%	0.7%
Cc1c(C(=O)N2CCN(S(=O)(=O)c3ccccc3)CC2)oc2ccccc12	x	x	4%	x	7.2%
CC(C)c1ccc(N(CC(=O)NC2CCCC2)C(=O)CCC(=O)Nc2ccccn2)cc1	-4%	-8%	-12%	8%	1.4%
CN1CCN(C(=O)/C(=C/c2ccc(F)cc2)c2ccsc2)CC1	-4%	-3%	-11%	5%	i
C#CCOCCOCCOCCNc1nc(N2CCN(C(=O)CCCCCCCCCCNC(=O)[C@H](CCCCN)n3cc(CCO)nn3)CC2)nc(N2CCN(C(=O)CCCCCCCCCCNC(=O)[C@@H]([C@H](C)O)n3cc(C)nn3)CC2)n1	u	40%	7%	-16%	1.4%
CCSc1cc(Cl)nc(N)n1	-4%	-16%	-8%	6%	1.1%
CCOc1ccc(N(CC(=O)Nc2ccc(OC)cc2OC)S(=O)(=O)c2c(C)[nH]c(=O)[nH]c2=O)cc1	4%	25%	13%	-6%	2.5%
CC(C)C(c1nnnn1Cc1ccc(F)cc1)N1CCN(c2ccc(O)cc2)CC1 (configuration not stated)	-4%	57%	x	-7%	9.4%
CCOc1ccc(N2CC(C(=O)Nc3ccccc3N3CCOCC3)CC2=O)cc1 (configuration not stated)	-8%	x	-1%	-6%	4.4%	inhibitors of VEEV 10K pilot screen=0.6
c1csc(CN2CCOCC2)c1	8%	x	-4%	4%	i
CC(=O)c1sc(NC(=O)COc2ccccc2)nc1C	8%	29%	-5%	-19%	2.4%
O=C(CNCc1ccc(Cl)cc1)Nc1ccc2c(c1)OCCO2	2%	16%	-6%	16%	8.6%
O=[N+]([O-])c1ccccc1S(=O)(=O)Nc1cccc(-c2ccc3nncn3n2)c1	2%	4%	-9%	8%	6.2%
Cc1cc(C)nc(/N=C(\NC(=O)C(C)(C)C)Nc2ccc(F)cc2)n1	5%	7%	-20%	-3%	1.4%
SMILES	M. tuberculosis HTS	M. tuberculosis	influenza NS1A	PhoP GFP inhibition	inhibitors of VEEV	others
Cc1ccc(C)c(NC(=O)CN(C)S(=O)(=O)c2ccccc2)c1	-2%	-6%	4%	4%	2.9%
CC(=O)c1cnc2nc(SCc3ccccc3C)nn2c1C	4%	7%	18%	-4%	1.1%
COc1ccc(C)cc1S(=O)(=O)NCCN1CCOCC1	-6%	-23%	16%	0%	i
CCOc1ccc(NC(=O)CSc2nc(=O)n(Cc3cccnc3)c3c2CCC3)cc1	7%	6%	-5%	7%	4.1%
O=C(COC(=O)c1ncc(Cl)c(Cl)c1Cl)NCCc1ccccc1	4%	29%	5%	-8%	i
Cc1ccc(S(=O)(=O)Nc2ccc(S(=O)(=O)Nc3nccs3)cc2)c([N+](=O)[O-])c1	u	u	-5%	3%	7.9%
CCC(C)(C)C1CCC2(CC1)NC(=O)N(CC(=O)N(C)Cc1ccc(OC(F)F)cc1)C2=O (configuration not stated)	33%	-4%	-10%	-2%	13%
O=C(CCNC(=O)c1ccccc1Cl)Nc1cccc(C(F)(F)F)c1	0%	44%	-16%	-6%	i
Cn1ncc2c(N3CCCCC3)nc(NCCCO)nc21	-2%	-1%	-4%	-6%	4.0%
CCN(CC)C(=O)CNC(=O)Cc1ccc(Cl)cc1	-3%	-13%	0%	11%	2.1%
CCCc1cc(=O)n2[nH]c(-c3ccc(Cl)cc3)cc2n1	4%	20%	1%	0%	2.6%
COc1ccc(C(C)(C)C)cc1NC(=S)NCCN1CCOCC1	1%	0%	-4%	1%	0.3%
CC(=O)N1CCN(Cc2nc3cc(NC(=O)COc4ccccc4)ccc3n2C)CC1	-4%	5%	8%	0%	0.9%
Cc1c(NC(=O)c2ccc(S(=O)(=O)N(C)c3ccccc3)cc2)c(=O)n(-c2ccccc2)n1C	-3%	-6%	-8%	14%	0.8%
COc1ccc(Br)cc1CNC(=O)C1CCCN(S(=O)(=O)N2CC(C)CC(C)C2)C1 (configuration not stated)	7%	7%	-14%	-5%	7.8%
O=C(NC(=S)NC1CCCCC1)c1ccccc1	7%	69%	3%	7%	0.9%
CCOc1cccc2cc(C(=O)NCc3ccc(Cl)cc3)c(=N)oc12	55%	u	-11%	-9%	5.8%

Quoted at random: three compounds from above, in no set order.
SMILES	M. tuberculosis HTS	M. tuberculosis	influenza NS1A	PhoP GFP inhibition	inhibitors of VEEV	others
COc1ccc(Br)cc1CNC(=O)C1CCCN(S(=O)(=O)N2CC(C)CC(C)C2)C1 (configuration not stated)	7%	7%	-14%	-5%	7.8%
Cc1ccc(S(=O)(=O)Nc2ccc(S(=O)(=O)Nc3nccs3)cc2)c([N+](=O)[O-])c1	u	u	-5%	3%	7.9%
COc1ccc(C)cc1S(=O)(=O)NCCN1CCOCC1	-6%	-23%	16%	0%	i

Screening data as filed in PubChem.
